# dFosB activator: activators of mouse delta FosB homodimer. P13346. AID 493131. purified delta FosB, TAMRA-CDK5 oligo fluorescence polarization; percent of positive-control signal above neutral wells. activation, % at 25 µM. actives 0.99% (n = 340,000);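 active = mean activation above about 17%, with every replicate also reaching it, limit read from the data, passing the limit was not always enough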;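 also: fluorescence polarization rise as delta FosB binds a TAMRA Cdk5 AP-1 oligo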
# PKA-R2B act: PKA-R2B complex activation; actives 0.079% (n = 340,000); PKA-R2B holoenzyme dissociation, Cy5-IP20 fluorescence polarization; R2B truncated from residue 108, S112A mutant; 0% DMSO only, 100% 113 µM cGMP; activation, % at 11.4 µM; AID 504700;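 active = activation above a cutoff set at the mean over all compounds plus 3 SD, cut at about 18% in these data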;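 also: higher means more holoenzyme dissociation and a rise in polarization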
# Target sequence (P31323 whole entry, looked up, other chains not shown, the tested form may be a part): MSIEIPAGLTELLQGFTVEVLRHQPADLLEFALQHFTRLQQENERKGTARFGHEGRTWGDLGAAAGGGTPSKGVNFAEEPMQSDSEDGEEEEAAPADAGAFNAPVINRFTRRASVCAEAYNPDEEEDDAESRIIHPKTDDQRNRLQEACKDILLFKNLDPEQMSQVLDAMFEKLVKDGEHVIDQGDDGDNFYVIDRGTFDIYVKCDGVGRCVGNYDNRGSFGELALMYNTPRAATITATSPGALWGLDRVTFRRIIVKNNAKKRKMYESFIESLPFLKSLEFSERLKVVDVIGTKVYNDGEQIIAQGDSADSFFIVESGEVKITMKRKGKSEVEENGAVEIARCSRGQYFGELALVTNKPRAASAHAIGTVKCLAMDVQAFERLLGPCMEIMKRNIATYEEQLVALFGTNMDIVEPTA
# Arr AP2 block: blocks beta-arrestin peptide binding to AP2 adaptin; inhibition, % at 10 µM; FITC-arrestin peptide / GST-AP2 beads, flow cytometry; AP2 beta2 appendage carries R879A mutation; actives 0.31% (n = 340,000);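 active = inhibition above a set limit, near 3 SD of compounds lacking own fluorescence, cut at about 54% in these data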;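 also: plate controls were DMSO wells for no effect and 5 µM unlabelled arrestin peptide for full effect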
#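 Assay system: GST-AP2 R879A bound to glutathione beads, E. coli-expressed; Medium: PBS with 0.05% Tween 20 and 0.1% BSA; Also added: fluorescein-tagged arrestin peptide at 50 nM final; Timing: 12 min plus 1 h, RT; Measured by: flow cytometry, FL1 (488/535 nm); Evaluation: percent drop in bead-associated FITC signal.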
# SUMO Mot1 rescue: SUMOylation pathway inhibition by Mot1-301 growth rescue; growth rescue, % at 18.8 µM; AID 2716; actives 1% (n = 320,000); S. cerevisiae Mot1-301 growth rescue, ATP luminescence, 38.5C; percent above DMSO median, 100 means doubled;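 active = every valid replicate shows activation above 250% relative to neutral control wells; inactive = the rest, any valid replicate at or below 250%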;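 also: OY570 slx delta 5 strain wells were the positive control but not used for scaling; some compounds called inactive have numbers as strong as hits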
# SR-BI HDL uptake: blocks mouse SR-BI lipid uptake from DiI-HDL; ldlA[mSR-BI] CHO cells, DiI-HDL uptake fluorescence, 3 h; inhibition, % at 12.5 µM; actives 0.96% (n = 320,000);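 active = mean replicate inhibition of at least 70% and a set share of replicates each scoring 70 or more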;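 also: 0% = median of neutral control wells and 100% = median of positive control wells; values of inactives mirror those of a sister screen read the other way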
# CDK5 inh: CDK5/p35 (human) kinase inhibition; Q00535+Q15078; Recombinant CDK5/p35, ADP-Glo luminescence, 60 min; inhibition, % at 10 µM; actives 0.01% (n = 330,000);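 active = highest replicate inhibition of at least 50% and at least 75% of replicates reaching 50%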;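 also: plate controls were DMSO neutral control for no effect and GW8510 at 10 µM for full effect; many of its hits are not listed in these tables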
# Target sequence (Q00535 whole entry, looked up): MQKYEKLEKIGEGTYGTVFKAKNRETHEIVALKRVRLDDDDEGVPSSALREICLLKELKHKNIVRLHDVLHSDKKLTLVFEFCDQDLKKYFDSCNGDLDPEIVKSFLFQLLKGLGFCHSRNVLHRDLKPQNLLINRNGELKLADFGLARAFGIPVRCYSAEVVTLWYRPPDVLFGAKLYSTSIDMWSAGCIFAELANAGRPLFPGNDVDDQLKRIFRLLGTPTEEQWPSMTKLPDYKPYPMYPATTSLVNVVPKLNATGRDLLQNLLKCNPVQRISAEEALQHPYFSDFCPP
# Target sequence (Q15078 whole entry, looked up): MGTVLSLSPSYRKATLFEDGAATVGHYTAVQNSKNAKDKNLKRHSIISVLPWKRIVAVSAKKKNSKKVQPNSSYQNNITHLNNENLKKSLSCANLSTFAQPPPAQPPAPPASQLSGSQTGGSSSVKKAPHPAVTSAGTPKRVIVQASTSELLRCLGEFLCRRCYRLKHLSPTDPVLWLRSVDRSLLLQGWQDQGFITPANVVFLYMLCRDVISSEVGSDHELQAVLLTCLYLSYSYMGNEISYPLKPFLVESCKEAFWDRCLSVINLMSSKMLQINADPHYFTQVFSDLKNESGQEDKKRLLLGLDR
# MITF act: increases MITF-driven TRPM1 promoter luciferase signal; SK-MEL-5 TRPM1-promoter luciferase, 24 h; % of positive control, neutral wells = 0; actives 0.75% (n = 300,000); AID 588334; activation, % at 12.5 µM;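 active = mean activation of at least 80% with every replicate also reaching 80%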;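 also: 0% = neutral control wells and 100% = parthenolide positive control wells; values of inactives mirror those of a sister screen read the other way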
# PKA-R1A act: PKA-R1A complex activation; P00514+P68181; PKA-R1A dissociation, Cy5-IP20 fluorescence polarization; scaled: DMSO 0%, 113 µM cGMP 100%; activation, % at 11.4 µM; actives 0.083% (n = 340,000);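 active = percent activation above the mean of all tested compounds plus 3 SD, cut at about 19% in these data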;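 also: higher means more PKAc released from R1A so a rise in polarization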
# Pemphigus Ab inh: inhibitors of pemphigus antibody binding to human desmoglein-3 | P32926 | DSG3-coupled beads, scFv-anti-DSG3-GFP binding, flow cytometry; stronger effect = lower value | binding (percent of control), % at 10 µM | actives 0.48% (n = 310,000) | AID 588358;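 active = binding more than 3 SD below its plate's average and above zero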;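 also: hits lower antibody fragment binding to DSG3; some compounds called inactive have numbers as strong as hits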
# NSD2 inh: inhibitors of human histone methyltransferase NSD2; O96028; NSD2 peptide methylation, AlphaScreen, 120 min; inhibition, % at 12.5 µM; actives 0.54% (n = 310,000); AID 743445; in the data active = inhibition above about 50%
# SR-BI DiI-HDL act: SR-BI HDL lipid transfer activation; CHO ldlA[mSR-BI] cells, DiI-HDL uptake fluorescence, 3 h; 100 = double the neutral-control signal; activation, % at 12.5 µM; actives 0.096% (n = 320,000); AID 504775;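 active = mean replicate activation of at least 60% and every replicate at or above 60%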;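 also: 0% = median plate neutral-control signal and 100% = twice that signal; values of inactives mirror those of a sister screen read the other way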
#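 Material: SR-BI-overexpressing, LDLR-lacking CHO cells; schedule: compound exposure 3 h, 37 °C; reagent: DiI-labelled HDL at 10 µg/mL final; technique: bottom-read fluorescence, 550/595 nm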
# An asterisk follows results filed as active; x = no result given.
structure	dFosB activator	PKA-R2B act	Arr AP2 block	SUMO Mot1 rescue	SR-BI HDL uptake	CDK5 inh	MITF act	PKA-R1A act	Pemphigus Ab inh	NSD2 inh	SR-BI DiI-HDL act
Nc1[nH]ncc1-c1ccc(Cl)cc1	-14	2	8	-6	-24	0.3	11	-13	93	-2	24
COc1ccc(O)c(C(=O)c2cc(SCC(=O)O)c3nc4sc5c(c4c(=O)n3c2)CCCC5)c1	-17	-4	-3	-10	-16	-1.2	5	-13	100	1	16
Cc1nc2ccccc2nc1N1CCC(C)CC1	5	0	9	0	-3	0.3	42	10	95	1	3
Cc1cccc(-n2c(CCCN3C(=O)c4ccccc4C3=O)nc3ccccc3c2=O)n1	5	-8	-1	x	-11	1.4	5	-1	101	x	11
CCOc1cc2c(cc1OCC)CN(C(=O)c1cccc(S(=O)(=O)N3CCCC3)c1)CC2	-10	-11	12	-3	24	-0.1	-10	-8	99	5	-24
O=C(O)c1nn2c(C(F)(F)F)cc(-c3cccs3)nc2c1Cl	-10	-2	-3	-6	2	-0.4	2	-5	104	-2	-2
Cc1ccc(NC(=O)c2oc3ccc(S(=O)(=O)N4CCOCC4)cc3c2C)cc1C	2	7	12	19	59	1.7	-24	-9	96	x	-59
CCOC(=O)C1=C(CSc2nc3ccccc3s2)NC(=O)NC1c1cccc([N+](=O)[O-])c1 (configuration not stated)	4	-2	23	1	4	-0.8	-17	-3	98	-4	-4
O=C(NCC(=O)N1CCCCCCC1)c1ccccc1Cl	2	7	-6	34	-3	0.8	26	-7	x	0	3
COc1ccc(C=O)cc1COc1ccc(F)cc1F	-8	-8	-6	-2	15	0.3	-3	-1	x	-1	-15
COc1cccc(CC(NC(C)=O)C(=O)NC2CCN(C(=O)c3ccc(Cl)cc3)CC2)c1 (configuration not stated)	3	2	3	x	10	-1.7	-1	-8	x	-5	-10
Cc1ccc(OCCC(=O)OCC(=O)NNC(=O)c2ccccc2)cc1	-9	0	2	8	-9	-2.7	20	7	97	-1	9
Cc1nnc(SCC2=C(C(=O)O)N3C(=O)C(NC(=O)Cn4ncc(Cl)c4C)C3SC2)s1 (configuration not stated)	-9	4	0	-11	-12	-2.1	-1	7	107	3	12
Cc1nc(S(=O)(=O)Cc2ccccc2)nc2c1CCC2	2	0	-4	-6	-29	-0.3	17	0	101	0	29
CC(=O)Nc1cc2c(cc1C(=O)c1ccccc1)OCCO2	-7	5	1	-20	-5	-2.7	-10	-6	111	1	5
CCCSc1nnc(NC(=O)Nc2ccc(F)cc2)s1	-8	3	14	-6	3	1.4	2	-1	98	-14	-3
NC(=S)N=Nc1ccc(NN=C(N)N)cc1	29*	11	19	5	9	4.3	-8	-3	88	x	-9
CCCCCCCCCCCCCC(=O)O	5	-1	20	253	28	-3.4	5	6	101	x	-28
CCOc1ccc(OCC)c(NC(=O)CSc2nc3c(c(=O)n(C)c(=O)n3C)n2C(C)C)c1	-6	6	4	-9	35	-6.8	4	3	100	5	-35
Cc1ccccc1OCC(=O)Nc1ccccc1C(=O)N1CCCCC1	-2	-4	-13	1	-2	-1.9	1	10	122	-3	2
O=C(NCC(=O)N1CCN(S(=O)(=O)c2ccccc2F)CC1)c1ccc2ccccc2c1	-4	-18	7	-8	23	-10	4	-12	100	2	-23
Cc1ccc(OCC(=O)NCCNC(=O)c2ccco2)cc1C	5	-4	-7	-27	x	0.4	-13	-2	100	3	x
Cc1ccc(NC(=S)N2CCCC(O)C2)cc1 (configuration not stated)	-4	1	-1	11	-18	1.4	0	-9	101	-1	18
COc1ccccc1/C=N/n1c(N)c(S(=O)(=O)c2cccs2)c2nc3ccccc3nc21	11	-5	4	-5	9	0.1	x	-11	91	-1	-9
c1ccc(-c2nnc(-c3ccccn3)nc2NC2CCCCC2)cc1	-10	3	5	-23	-20	0.3	-73	-2	71	19	20
O=C(Nc1cccc(OC(=O)c2ccco2)c1)c1ccco1	-3	8	2	-12	8	-2.0	x	8	103	2	-8
CN(CCC(=O)Nc1ccc(Br)cc1)Cc1ccccc1	1	-6	-5	10	-7	-1.6	-4	-14	168	-2	7
CC(C)C[C@@]12C(=O)N(c3cccc(Cl)c3)C(=O)N1[C@H](c1ccc(F)cc1)[C@@H]1C(=O)N(C3CCCCC3)C(=O)[C@@H]12	-6	-17	2	-22	3	-0.8	-4	-6	105	x	-3
N#CC1=C(SCC(=O)NC23CC4CC(CC(C4)C2)C3)NC(=O)C(C#N)C12CCCCC2 (configuration not stated)	-7	0	36	351	-37	-0.2	8	2	106	2	37
CC(C)Oc1ccc(S(=O)(=O)N2CCOCC2)cc1NC(=O)Cc1c(F)cccc1Cl	-1	5	-12	0	-8	0.6	3	-2	x	1	8

# Ordered by value in SR-BI HDL uptake (ascending): some entries from above.
compound	dFosB activator	PKA-R2B act	Arr AP2 block	SUMO Mot1 rescue	SR-BI HDL uptake	CDK5 inh	MITF act	PKA-R1A act	Pemphigus Ab inh	NSD2 inh	SR-BI DiI-HDL act
Cc1nc(S(=O)(=O)Cc2ccccc2)nc2c1CCC2	2	0	-4	-6	-29	-0.3	17	0	101	0	29
CC(C)C[C@@]12C(=O)N(c3cccc(Cl)c3)C(=O)N1[C@H](c1ccc(F)cc1)[C@@H]1C(=O)N(C3CCCCC3)C(=O)[C@@H]12	-6	-17	2	-22	3	-0.8	-4	-6	105	x	-3
COc1ccccc1/C=N/n1c(N)c(S(=O)(=O)c2cccs2)c2nc3ccccc3nc21	11	-5	4	-5	9	0.1	x	-11	91	-1	-9

# Next compounds follow.
structure	dFosB activator	PKA-R2B act	Arr AP2 block	SUMO Mot1 rescue	SR-BI HDL uptake	CDK5 inh	MITF act	PKA-R1A act	Pemphigus Ab inh	NSD2 inh	SR-BI DiI-HDL act
CCOc1ccc(OCc2ccc(C(=O)N(CC)CC)cc2)cc1	-9	-8	4	-6	10	-1.1	8	-4	86	-27	-10
Cc1cc(C(=O)N2CCN(S(=O)(=O)c3ccc(C)c(C)c3)CC2)no1	0	3	-6	x	-19	0.3	1	-1	100	-4	19
Cc1cc(Cl)ccc1OCC(=O)N1C(C)CCCC1C (configuration not stated)	1	4	11	3	16	1.8	28	16	103	-1	-16
O=C(Nc1ccccc1)C1Cc2ccccc2CN1C(=O)c1ccco1 (configuration not stated)	-7	-9	1	5	-35	1.5	x	-10	90	0	35
CCCC(=O)NC(c1ccc(C(C)C)cc1)c1ccc2cccnc2c1O (configuration not stated)	-6	3	-1	-16	22	0.4	x	-16	95	1	-22
NC(N)=NS(=O)(=O)c1ccc(NC(=S)NC(=O)c2ccncc2)cc1	1	2	34	-2	-11	0.1	-1	5	x	-4	11
C=CCn1c(SCC(=O)NCC2CCCO2)nc2scc(-c3ccccc3)c2c1=O (configuration not stated)	-13	-1	15	-6	14	2.3	9	-6	113	0	x
COc1ccc(CCC(=O)Nc2ccc(C(=O)c3ccncc3)cc2)cc1	-5	-8	-1	-10	46	-0.5	1	-13	101	0	-46
CC(OC(=O)CNC(=O)c1ccco1)C(=O)Nc1ccc(Cl)cn1 (configuration not stated)	6	-5	-10	1	11	0.6	2	-9	100	-6	-11
CC(=O)C1=C(O)C(=O)N(c2ccccn2)C1c1ccc(Cl)cc1 (configuration not stated)	6	-2	6	-9	0	1.4	38	-1	115	-4	0
Cc1cc(C)n2nc(C(=O)N/N=C/c3ccccc3C)nc2n1	-6	x	-9	7	22	1.0	x	x	99	-4	-22
CNc1cccc2c1C(=O)c1ccccc1C2=O	2	-5	67*	-5	31	2.2	35	-3	88	30	-31
O=C(Cc1cccc2ccccc12)Nc1ccc2oc(-c3ccccc3)nc2c1	-8	2	-12	10	12	-0.4	x	5	x	1	-12
Cn1c(C(=O)N2CCOCC2)cc2c(=O)n3ccccc3nc21	1	1	-7	-2	-19	0.5	1	-2	104	-7	19
CC1(C)Cc2c(sc(NC(=O)C3CC(Cl)=CCC3C(=O)O)c2C#N)CO1 (configuration not stated)	-9	1	27	-16	-16	-2.7	-11	-1	102	0	16
CC(C)C(=O)c1ccc(O)c(O)c1	6	1	31	-7	x	5.8	11	0	89	19	x
COc1ccc(CN2CCN(C(=O)c3cccs3)CC2)c(OC)c1OC	2	-10	13	290	-5	7.2	-9	-10	104	23	5
CC(C)(C)NC(=O)Cn1ccc(=N)c2ccccc21	-5	-13	8	26	-14	-0.2	-9	-9	100	1	14
O=C(COC(=O)c1cc(Cl)ccc1O)NCCC1=CCCCC1	6	1	10	0	1	-2.5	-2	2	128	-3	-1
C[C@@]12CCC=C[C@H]1[C@H](c1ccc3ccccc3c1)N(Cc1ccccc1)C2=O	-3	-1	20	173	-9	-0.8	11	-13	101	x	9
OCc1ccnc2c(O)cccc12	-12	3	4	-15	-7	1.8	1	2	105	0	7
CN(Cc1ccco1)C(=O)c1ccc(N2CCCC2=O)cc1	-3	-5	27	-9	-5	-0.1	7	-3	105	-1	5
O=C(OCc1nc2ccccc2[nH]1)C1CCCCC1	-6	-7	0	-10	-15	-0.7	-6	-11	96	-2	15
O=C(/C=C/c1cccc(Cl)c1)NCCN1CCOCC1	1	6	4	-20	6	1.0	3	-8	100	-2	-6
Fc1ccc(-c2nc3cnccn3c2NC2CCCC2)cc1	-14	-6	18	-5	49	-1.8	-12	-6	93	-2	-49
CCN(CC)S(=O)(=O)c1cccc(NC(=O)CNC2CCCCCC2)c1	-9	4	-8	-3	x	0.2	14	-1	103	-1	x
COC(=O)CCCC(=O)N1CCC(CCC(=O)NCc2ccc(F)cc2)CC1	-3	-12	10	-9	2	-5.5	-11	-12	100	0	-2
C/C=C/c1ccc(OCCCNC2CCCC2)c(OC)c1	-8	5	7	342	-13	1.2	x	-4	87	39	13
CN1CCN(c2ccc(C(=O)c3ccccc3)cc2[N+](=O)[O-])CC1	1	3	9	-4	3	0.7	27	-5	102	12	-3
CCn1c(C(C)NC(=O)c2cccc(C)c2)nc2ccccc21 (configuration not stated)	-4	12	15	9	0	-1.3	x	-2	108	x	0
CCOc1ccc(N=C2NC(=O)C(CC(=O)O)S2)cc1 (configuration not stated)	-2	10	16	13	-10	-0.8	12	-8	101	-3	10
O=C(C1CCN(C2CC(=O)N(c3ccc(Cl)cc3)C2=O)CC1)N1CCOCC1 (configuration not stated)	-2	10	1	265	-31	-0.7	-4	-10	108	1	31

# Source: PubChem
